Source: PubChem (The Scripps Research Institute Molecular Screening Center)
TDP2 absorb – TDP2 (human) inhibition, absorbance primary screen; inhibition, % at 12.8 µM; 370,000 compounds, 0.34% hits; O95551; AID 720702; recombinant TDP2, T5PNP hydrolysis, p-nitrophenol absorbance 415 nm;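 active means inhibition above the mean of all tested compounds plus 3 SD, set per campaign, cut at about 25% in these data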;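 further: 0% = DMSO with enzyme and 100% = buffer with substrate but no TDP2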
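Material: recombinant human TDP2; quantity: TDP2 enzyme at 120 nM final; medium: Tris-HCl pH 7.5 with MgCl2; compound: single concentration, 12.8 µM nominal, with 1% DMSO; incubation: 2 h enzyme incubation at 37 °C; signal: epi absorbance; measure: percent inhibition; benchmarks: high control without enzyme, low control DMSO plus TDP2; repeats: singlicate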
KLK7 zymogen act – proKLK7 (human) activation, primary screen. purified proKLK7, EDANS-DABCYL substrate fluorescence; 100% is mature enzyme control, 0% vehicle. activation, % at 7 µM. 370,000 compounds, 0.9% hits. AID 652039;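 active means activation above the mean of all tested compounds plus 3 SD, computed per campaign excluding outliers beyond control limits, cut at about 13% in these data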
Target sequence (P49862 whole entry, looked up): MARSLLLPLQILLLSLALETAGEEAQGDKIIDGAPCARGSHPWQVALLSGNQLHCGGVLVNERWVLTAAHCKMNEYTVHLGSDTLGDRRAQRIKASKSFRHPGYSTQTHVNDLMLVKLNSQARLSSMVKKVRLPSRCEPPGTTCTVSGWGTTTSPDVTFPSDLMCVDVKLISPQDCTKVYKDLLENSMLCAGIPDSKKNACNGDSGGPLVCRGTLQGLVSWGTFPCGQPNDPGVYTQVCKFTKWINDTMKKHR
ARFGAP1 inh – rat ARFGAP1 inhibition. 360,000 compounds, 0.26% hits. inhibition, % at 16.5 µM. Q62848. AID 651572. Arfgap1-stimulated ARF1 GTP hydrolysis, GDP FP detection;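 active means inhibition above a per-plate limit, mean inhibition of low control wells plus 3 SD, cut at about 25% in these data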;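 further: 0% = DMSO wells with enzyme and 100% = wells lacking Arfgap1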
Target sequence (Q62848 1-136 limits assumed): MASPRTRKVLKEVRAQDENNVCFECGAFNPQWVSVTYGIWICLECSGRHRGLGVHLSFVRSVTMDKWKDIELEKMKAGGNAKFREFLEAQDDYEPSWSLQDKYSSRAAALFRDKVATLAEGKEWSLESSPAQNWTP
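Replicates: Single well per compound | Assay system: Truncated rat Arfgap1 GAP domain | Control set: No-Arfgap1 wells (100%) versus DMSO full-reaction wells (0%) | Times: Enzyme reaction 120 min at 25 °C after 20 min preincubation | Reagent: Human ARF1(Δ1-17)-GTP substrate | Measured by: Tracer-displacement fluorescence polarization with EDTA stop, 620/688 nm | Measure: Percent inhibition of Arfgap1-stimulated GTP hydrolysis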
DDE Tn6 FP inh – disrupts Tn6 cyclic peptide binding to fibrin D-Dimer-E complex; P02675; inhibition, % at 8.3 µM; 370,000 compounds, 0.21% hits; AID 720509; Fibrin DD(E) TRITC-Tn6 fluorescence polarization displacement;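 active means inhibition above a per-campaign cutoff: mean of compounds within control limits plus 3 SD, cut at about 15% in these data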;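 further: 0% = median of all compound wells on the plate and 100% = blocking peptide control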
Target sequence (P02675 whole entry, looked up): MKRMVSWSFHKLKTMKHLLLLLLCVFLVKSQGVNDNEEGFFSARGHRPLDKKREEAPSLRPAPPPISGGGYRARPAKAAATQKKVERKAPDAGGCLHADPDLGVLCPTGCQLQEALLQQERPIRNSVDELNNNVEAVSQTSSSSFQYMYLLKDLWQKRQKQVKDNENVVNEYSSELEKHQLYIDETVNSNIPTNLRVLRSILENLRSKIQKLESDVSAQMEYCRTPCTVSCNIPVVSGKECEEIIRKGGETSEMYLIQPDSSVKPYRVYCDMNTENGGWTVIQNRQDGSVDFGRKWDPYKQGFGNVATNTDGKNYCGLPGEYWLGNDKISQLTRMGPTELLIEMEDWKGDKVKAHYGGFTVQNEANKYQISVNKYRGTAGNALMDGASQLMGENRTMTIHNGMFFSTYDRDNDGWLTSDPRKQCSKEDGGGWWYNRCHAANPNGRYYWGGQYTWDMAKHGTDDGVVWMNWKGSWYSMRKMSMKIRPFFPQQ
LEDGF integ inh – blocks HIV-1 LEDGF/p75-dependent DNA integration | TR-FRET IN-LEDGF/p75 DNA integration, Eu/Cy5 | inhibition, % at 3.7 µM | 370,000 compounds, 0.64% hits | AID 743269;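 active means inhibition above the screen-wide mean plus 3 SD, cut at about 13% in these data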;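 further: signal is the Cy5 over europium emission ratio at 671 and 618 nm; 0% = plate median of compound wells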
ASAP1 inh – inhibitors of human ASAP1 ArfGAP activity. AID 624377. 360,000 compounds, 0.19% hits. inhibition, % at 16.5 µM. Q9ULH1. ASAP1-stimulated ARF1 GTP hydrolysis, GDP FP detection; in the data active means inhibition above about 25%;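 further: 0% = vehicle with enzyme and substrate and 100% = no enzyme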
PLCg1 inh – blocks human PLC-gamma1 enzyme activity; P19174; purified PLC-gamma1, fluorogenic substrate, fluorescence; inhibition, % at 12.2 µM; 370,000 compounds, 0.84% hits; AID 720700; in the data active means inhibition above about 9.5%
ADAM17 inh – ADAM17 inhibition, QFRET primary screen. AID 720648. 370,000 compounds, 0.83% hits. inhibition, % at 6.95 µM. recombinant ADAM17, EDANS/DABCYL FRET peptide cleavage;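 active means inhibition above the mean of compounds lying between control limits plus 3 SD, set per campaign, cut at about 8.5% in these data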;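 further: 0% = DMSO-only wells as the low control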
ADAM10 inh – ADAM10 inhibition, QFRET primary screen; O14672; recombinant ADAM10, EDANS/DABCYL FRET peptide cleavage, 3 h; inhibition, % at 7 µM; 370,000 compounds, 0.62% hits;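 active means inhibition above a per-campaign cutoff equal to the mean of compounds falling between control-based bounds plus 3 SD, cut at about 20% in these data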;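 further: 0% = DMSO wells while the 100% control is not disclosed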
DDE Tn7 FP inh – disrupts Tn7 cyclic peptide binding to fibrin D-Dimer-E complex. 370,000 compounds, 0.13% hits. P02675. inhibition, % at 8.3 µM. FP displacement of FITC-Tn7 peptide from fibrin DD(E); 0% = median of compound wells per plate;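 active means inhibition above the mean of compounds falling within the control limits plus 3 SD of them, cut at about 14% in these data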;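 further: 0% = plate median of compound wells and 100% = 10 µM Aha-Tn7 peptide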
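Assay system: Fibrin-DD(E) protein isolated from polymerized human fibrin clots; read-out basis: percent inhibition; medium: Tris/NaCl/CaCl2 buffer, pH 7.8; signal: FP measurement; incubation: 10 min plus 3 h, room temperature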
The depositor's hits bear a star; i = inactive; / = not tested or not shown.

TDP2 absorb,KLK7 zymogen act,ARFGAP1 inh,DDE Tn6 FP inh,LEDGF integ inh,ASAP1 inh,PLCg1 inh,ADAM17 inh,ADAM10 inh,DDE Tn7 FP inh,Molecule
-6,0.6,5,-1,0,7,-5,0,1,5,Cc1cccc(N2CCN(Cc3nc(-c4cccc(Oc5ccccc5)c4)oc3C)CC2)n1
11,0.1,-4,6,-2,-3,3,-3,5,2,CC(C)C[C@H]1CN=C(N(C)C)N1CC1CCCC1
-8,0.6,-1,-3,-4,4,2,-2,2,8,O=C(Nc1nccs1)c1ccc(Cl)cc1[N+](=O)[O-]
4,0.0,6,-12,0,-3,0,-3,-1,-3,COC(=O)C1CCN(C(=O)c2ccc(SC)cc2OC)CC1
-6,0.4,-10,7,-1,-2,0,7,7,-1,C=CCOc1ccc2c(c1)c(S(=O)(=O)c1ccc(C)cc1)cn2COC
-3,-0.3,-18,2,3,-2,-3,-4,5,5,O=C(c1ccco1)N1CCN(C(=O)c2ccco2)C1=S
-5,27*,-4,2,7,1,i,i,i,3,COC(=O)C1=CN(CC2CCCO2)C=C(C(=O)OC)C1c1ccsc1 (stereo unspecified)
5,0.4,0,0,-4,0,-1,-8,1,6,O=C1CNC(=S)N1CCCn1ccnc1
2,-2.8,-5,-5,3,4,-2,-18,-40,6,COc1ccc(C2NC(=O)c3ccccc3O2)cc1 (stereo unspecified)
8,0.1,-10,3,0,7,0,-2,2,3,Cc1nc(C(=O)NC2CC2)sc1C1(C)CC(c2ccccc2)=NO1 (stereo unspecified)
-6,0.3,-9,1,-1,-12,-1,-1,0,5,Cc1ccc(OCC(=O)N2CCN(S(C)(=O)=O)CC2)cc1
4,0.5,8,1,-3,0,-3,-6,-7,2,C=CCN1C(=O)/C(=C/c2ccccc2)S/C1=N/c1nccs1

(next part)
TDP2 absorb,KLK7 zymogen act,ARFGAP1 inh,DDE Tn6 FP inh,LEDGF integ inh,ASAP1 inh,PLCg1 inh,ADAM17 inh,ADAM10 inh,DDE Tn7 FP inh,Molecule
-4,0.3,-9,-1,-6,-1,2,-3,-6,2,Nc1ccccc1SCc1ccccc1Cl
-6,0.3,2,-4,3,4,0,2,5,3,C#CC(CC)(CC)NC(=S)Nc1cccc(C(C)=O)c1
-6,-0.5,5,-9,2,9,4,-4,-19,-7,CCOc1c(C)cnc2c1c(=O)n(CC(=O)NCC1CCCO1)c(=O)n2C (stereo unspecified)
-10,0.1,0,-1,-3,-14,0,2,0,5,C[C@]1(C(=O)O)Cc2oncc2C[C@@H]1C(=O)O
-4,0.1,1,10,-2,-9,-1,0,-3,1,O=C(CCS(=O)(=O)c1ccc(Cl)cc1)NC1CCCC1
-1,0.0,/,2,2,/,0,0,2,-4,COC(=O)[C@]12C[C@H](CC(=O)NCCC(C)C)C(=O)N(Cc3ccco3)C1=C[C@H](C(C)C)O[C@@H]2C1CC1
-4,-0.3,-2,7,-3,9,3,-1,-7,-4,CN1C[C@@H]2C(c3ccc(Cl)nc3)C3(c4ccc(C#N)cc4)CC2(C3)[C@H]1c1ccccc1 (stereo partly specified)
-3,0.6,7,1,1,8,0,-4,-3,-6,CCCn1c(N)c(N(CCOC)C(=O)COC(=O)COc2c(C)cc(C)cc2C)c(=O)[nH]c1=O
-5,-0.6,0,2,-3,-5,-1,2,4,3,COc1ccc(N2CCN(CC(=O)NC(=O)NCc3ccco3)CC2)cc1
4,0.0,-1,-2,0,4,-2,-4,-9,-1,CC(=O)c1ccc(NC(=O)C2CC(=O)N(C(C)C)C2)cc1 (stereo unspecified)
1,0.3,-1,-3,-3,2,4,-1,-5,-6,Cn1c(=O)[nH]c(=O)c2c1nc1n2CC(COc2ccc3ccccc3c2)O1 (stereo unspecified)
4,-0.3,2,-4,4,-11,-116,-2,-12,0,COC(=O)c1c(NC(=O)c2ccco2)sc2c1CC(C)(C)NC2(C)C

Later entries:
TDP2 absorb,KLK7 zymogen act,ARFGAP1 inh,DDE Tn6 FP inh,LEDGF integ inh,ASAP1 inh,PLCg1 inh,ADAM17 inh,ADAM10 inh,DDE Tn7 FP inh,Molecule
-5,0.2,2,-4,1,-3,-2,-3,1,4,Cc1ccc(SCC(=O)NC(=O)Nc2ccc3c(c2)OCCO3)c(C)c1
2,1.0,9,2,1,-14,-39,-12,-35,2,COc1ccc(/C=N/NC(=O)c2sc3nc(C)cc(C)c3c2N)cc1
-1,-0.2,4,6,8,8,6,3,4,-3,CCOC(=O)CCCCC(=O)c1[nH]c(=O)[nH]c1CSCCO
0,0.4,10,-3,1,7,-3,-2,4,-3,Cc1cc(C)n(-c2nc3c(c(=O)[nH]c(=O)n3C)n2CC(O)c2ccccc2)n1 (stereo unspecified)
-2,0.1,3,0,0,-14,-2,-6,-6,-1,C=CCn1c(SCC(=O)N(CC)CC)nc(O)cc1=O
-10,3.3,0,-3,-5,-9,-234,-9,-25,3,Cc1ccc2nc(C)c3c(c2c1)N(c1ccc(F)cc1)CC3
11,-0.2,5,0,-2,-1,0,-7,-4,2,O=C(COC(=O)CCc1nc2ccccc2c(=O)[nH]1)NC(c1ccccc1)c1ccccc1
-13,0.2,-16,1,0,7,16*,5,3,-1,CC(=NOC(=O)c1ccc(Cl)cc1)c1nccs1
-4,0.3,-2,-4,1,3,3,0,5,-7,CCOc1ccccc1OCCCC(=O)N1CCN(S(=O)(=O)c2cccc(F)c2)CC1
-5,-1.0,-7,6,1,1,1,1,-5,-6,COc1cc(C(=O)NCCc2cn3ccc(C)cc3n2)cc(OC)c1OC
-10,-0.1,-15,-12,4,0,5,0,5,-12,O=C(NCCOc1ccccc1)c1ccccc1SCC(=O)N1CCCC1
4,1.0,8,-5,-1,17,-26,-13,-26,-4,CCN(C(=O)c1cc2cc(OC)ccc2oc1=O)c1ccccc1

Additional results follow.
TDP2 absorb,KLK7 zymogen act,ARFGAP1 inh,DDE Tn6 FP inh,LEDGF integ inh,ASAP1 inh,PLCg1 inh,ADAM17 inh,ADAM10 inh,DDE Tn7 FP inh,Molecule
0,0.2,11,-6,7,-7,2,-1,-4,-6,O=C(COc1cc(Cl)ccc1Cl)Nc1nnc(C2CC2)s1
-11,0.5,3,-9,2,-1,4,-1,6,-5,O=C(NCC(c1ccco1)N1CCc2ccccc21)C(=O)Nc1ccccc1F (stereo unspecified)
10,0.5,-1,0,3,11,-2,-5,-4,-2,CCOc1ccc(C2C(C(=O)O)c3ccccc3C(=O)N2CCN2CCOCC2)cc1 (stereo unspecified)
5,-0.3,-1,6,0,9,1,-1,7,1,COc1ccc(CCNC(=O)c2ccc(CNS(=O)(=O)c3cc(C)ccc3C)cc2)cc1OC
3,0.5,8,1,-1,-4,-2,2,0,2,CC(C)n1c(SCC(=O)N2CCCC2)nc2c1c(=O)n(C)c(=O)n2C
13,-84,-10,-9,0,-4,-429,-203,i,-1,CC1CC(NC(=O)c2cc3c(=O)n4ccccc4nc3n2C)CC(C)(C)C1 (stereo unspecified)
11,-0.1,2,-2,1,6,0,-3,-1,5,COCc1[nH][nH]c(=O)c1C=Nc1ccc(C(F)(F)F)cc1
-14,-0.7,-6,2,-1,4,2,-1,-6,-6,CCCCCC(O)C=CC1C(O)CC(O)C1CC=CCCCC(=O)O (stereo unspecified)
4,0.4,-9,-5,-2,5,1,-2,-2,4,COc1cc(C(=O)Nc2ccc(S(=O)(=O)Nc3ncccn3)cc2)c([N+](=O)[O-])cc1OC
-8,-0.5,9,3,-2,-7,5,1,-14,0,C[C@H](NC(=O)C1CCN(S(=O)(=O)c2ccccc2)CC1)C(=O)NC1CC1
4,-0.7,6,-2,-1,8,2,-2,-11,0,Cc1cc(C)n(CC2CC(=O)N(c3ccc(C)c(Cl)c3)C2=O)n1 (stereo unspecified)
-7,0.3,3,1,3,8,4,-4,1,-2,CN1CCN(C(=O)c2ccccc2NC(=O)COc2ccccc2Cl)CC1

Structural class: the entries above with a COOH group.
TDP2 absorb,KLK7 zymogen act,ARFGAP1 inh,DDE Tn6 FP inh,LEDGF integ inh,ASAP1 inh,PLCg1 inh,ADAM17 inh,ADAM10 inh,DDE Tn7 FP inh,Molecule
-10,0.1,0,-1,-3,-14,0,2,0,5,C[C@]1(C(=O)O)Cc2oncc2C[C@@H]1C(=O)O
10,0.5,-1,0,3,11,-2,-5,-4,-2,CCOc1ccc(C2C(C(=O)O)c3ccccc3C(=O)N2CCN2CCOCC2)cc1 (stereo unspecified)
-14,-0.7,-6,2,-1,4,2,-1,-6,-6,CCCCCC(O)C=CC1C(O)CC(O)C1CC=CCCCC(=O)O (stereo unspecified)

Following part:
TDP2 absorb,KLK7 zymogen act,ARFGAP1 inh,DDE Tn6 FP inh,LEDGF integ inh,ASAP1 inh,PLCg1 inh,ADAM17 inh,ADAM10 inh,DDE Tn7 FP inh,Molecule
-2,0.5,1,-3,-3,14,1,-2,-5,-2,Cc1ccc(C(=O)N/C(=C\c2cccs2)C(=O)NC2CCCCC2)cc1
7,-0.1,-5,4,-2,1,-1,2,14,-1,O=C1CS/C(=C\[N+](=O)[O-])N1c1ccccc1
4,0.5,-4,-3,0,2,-4,-5,-6,-4,O=C(CN1C(=O)NC2(CCCCCC2)C1=O)N1CCN(S(=O)(=O)c2ccccc2)CC1
-3,0.4,-6,-4,2,9,1,-3,-12,-4,N#Cc1cccc(NC(=O)CN2NS(=O)(=O)c3ccccc3C2=O)c1
-7,0.1,12,-1,7,-12,-5,0,-2,0,Cc1ccc(S(=O)(=O)CCC(=O)OCC(=O)Nc2sccc2C#N)cc1
4,-0.3,-6,2,2,1,-3,0,-7,7,C[C@H]1CN([C@@H](C)CO)C(=O)CCCn2cc(nn2)CO[C@@H]1CN(C)C(=O)Nc1ccccc1C(F)(F)F
